# CHT inh: inhibitors of human choline transporter CHT; High affinity choline transporter 1 (Homo sapiens), Q9GZV3; CHT-expressing cells, membrane potential dye, choline response; active compounds read low; B-score at 10 µM; actives 0.86% (n = 310,000); AID 488975, 2010;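 active means B-score over 3 SD under the library average, and starting fluorescence ratio not unusually high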;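 further: choline stimulus applied at its EC90 after an EC20 pre-addition; B-score computed on integrated fluorescence ratio after choline addition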
# Target sequence (Q9GZV3 whole entry, looked up): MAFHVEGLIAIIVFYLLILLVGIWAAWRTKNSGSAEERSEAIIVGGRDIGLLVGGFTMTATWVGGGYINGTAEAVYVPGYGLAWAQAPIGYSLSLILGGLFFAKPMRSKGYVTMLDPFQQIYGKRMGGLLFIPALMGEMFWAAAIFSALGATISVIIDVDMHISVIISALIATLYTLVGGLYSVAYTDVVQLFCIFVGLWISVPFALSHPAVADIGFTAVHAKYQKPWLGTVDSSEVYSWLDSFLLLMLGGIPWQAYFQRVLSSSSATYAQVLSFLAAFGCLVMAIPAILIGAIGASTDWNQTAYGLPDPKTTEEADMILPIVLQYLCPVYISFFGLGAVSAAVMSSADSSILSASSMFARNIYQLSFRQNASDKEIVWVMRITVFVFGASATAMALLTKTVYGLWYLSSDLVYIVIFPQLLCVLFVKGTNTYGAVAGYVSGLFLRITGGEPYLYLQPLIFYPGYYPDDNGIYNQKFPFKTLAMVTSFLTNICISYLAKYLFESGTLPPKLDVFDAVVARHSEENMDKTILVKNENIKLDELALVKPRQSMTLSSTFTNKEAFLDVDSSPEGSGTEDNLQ
# Kir21 inh: inhibitors of mouse Kir2.1 inward-rectifier potassium channel; HEK293-Kir2.1, FluxOR thallium flux fluorescence; active compounds read low; B-score at 10 µM; actives 0.85% (n = 310,000);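 active means fluorescence ratio B-score at or below minus 3 SD of library scores, with starting-brightness B-score within 2 SD, cut at about -4.2 in these data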;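 further: channel flux triggered by added potassium and thallium sulfate stimulus; B-score of peak minus minimum fluorescence over baseline after thallium stimulus; more negative B-score means stronger Kir2.1 block with less thallium influx; some compounds called inactive have numbers as strong as hits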
# Target sequence (P35561 whole entry, looked up): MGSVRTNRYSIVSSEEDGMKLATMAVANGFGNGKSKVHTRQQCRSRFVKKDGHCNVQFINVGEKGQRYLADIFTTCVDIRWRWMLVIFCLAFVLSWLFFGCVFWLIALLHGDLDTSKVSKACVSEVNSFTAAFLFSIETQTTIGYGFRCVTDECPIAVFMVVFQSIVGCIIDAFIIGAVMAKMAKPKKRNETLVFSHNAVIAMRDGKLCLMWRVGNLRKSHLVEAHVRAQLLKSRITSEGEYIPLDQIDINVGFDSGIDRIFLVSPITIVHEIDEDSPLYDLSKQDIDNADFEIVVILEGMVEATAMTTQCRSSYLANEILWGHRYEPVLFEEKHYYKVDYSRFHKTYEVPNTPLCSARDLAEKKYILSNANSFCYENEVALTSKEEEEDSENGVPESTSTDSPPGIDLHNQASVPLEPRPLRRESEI
# * hit, by the source's call; i = inactive; · = no result given; & = joins results of further samples. Rows were taken by chance, and some 1.6% of all compounds hit somewhere here.
CHT inh,Kir21 inh,Compound
i,0.23,Cc1ccc(C2(c3noc(CN(C)Cc4cccnc4)n3)CCCC2)cc1
i,1.6,Cc1cc(C(=O)N/N=C(\CCC(=O)O)c2cccs2)c2ccccc2n1
i,-0.28,CC(=O)Nc1ccc(NS(=O)(=O)c2ccc3[nH]c(=O)[nH]c3c2)cc1
i,-1.5,Cn1nc(C(=O)Nc2sccc2C(N)=O)ccc1=O
i,-0.49,CCOC(=O)c1ccc(S(=O)(=O)N2CCNCC2)cc1
i,-2.6,NS(=O)(=O)c1cccc(NC(=O)CN2CCC(Cc3ccccc3)CC2)c1
i,-0.61,Cc1cc(N2C(=O)C(O)=C(C(=O)c3cc4ccccc4o3)C2c2ccc(OC(C)C)cc2)no1 (stereo not given)
i,-0.37,CC(=O)Cc1nsc(NC(=O)c2ccc(-c3ccc(Cl)c(Cl)c3)o2)n1
i,-0.7,O=C1/C(=C/c2cccs2)SC(=S)N1CCCC(=O)N(CCO)c1ccccc1
i,-2.8,CCOC(=O)c1cc2c(=O)n3ccccc3nc2n(Cc2ccco2)c1=NC(=O)c1ccccc1OCC
i,-1,Cc1cc(C)c(C)c(S(=O)(=O)Nc2ccc(C(N)=O)cc2)c1C
i,0.69,CCCc1cc(CNC(=O)C2CCC(=O)N(CCc3cccc(F)c3)C2)on1 (stereo not given)
i,-3.1,COc1cc2c(cc1OC)C(C)N(S(=O)(=O)c1cnc(Cl)c(Cl)c1)CC2 (stereo not given)
i,-0.68,Nc1cccc2[nH]c(C(F)(F)F)nc12
i,1.3,CCCCN(C)S(=O)(=O)c1ccc(C(=O)Nc2nnc(-c3cccs3)o2)cc1
i,-1.2,CN(c1ccccc1)S(=O)(=O)c1ccc(Cl)c(C(=O)Nc2nc3ccccc3[nH]2)c1
i,-0.97,CN(C)c1nc(Nc2ccccc2)nc(Oc2ccc(=O)[nH]n2)n1
i,-0.65,Cc1c(C(=O)Nc2ccc3c4c(cccc24)CC3)cccc1[N+](=O)[O-]
i,0.68,O=C(c1ccco1)N1CCN(Cc2nnc(-c3cccc(Cl)c3)o2)CC1
i,1,COc1ccccc1OC(C)C(=O)Nc1nc(-c2ccc(S(=O)(=O)N3CCOCC3)cc2)cs1 (stereo not given)
i,-0.27,CCc1ccc(CN(C(=O)c2ccco2)C2CCS(=O)(=O)C2)cc1 (stereo not given)
i,1.5,CCCCN(Cc1cc2cc(OC)ccc2[nH]c1=O)C(=O)c1ccco1
i,-0.36,Cc1ccccc1NC(=O)c1cccc(OCc2c(C)noc2C)c1
i,-0.29,CN(C)CCCNC(=O)C(=O)Nc1cc2c3c(c1)CC(=O)N3CCC2
i,-0.34,Cc1ccc2nc3n(c(=O)c2c1)CCCCC3
i,-0.56,Cc1onc(-c2c(F)cccc2Cl)c1C(=O)N1CCCCC1
i,0.01,Cc1ccc(NC(=O)COC(=O)c2ccc3c(c2)OCO3)cc1S(=O)(=O)N1CCCCC1
i,2.4,COc1ccccc1NC(=O)/C(=C/c1ccncc1)NC(=O)c1ccccc1
i,-0.64,CC(C)COP(=O)(c1ccc(N(C)C)cc1)C(O)c1cccnc1 (stereo not given)
i,-1.6,CCOC(=O)c1ccc(NCCOC)c([N+](=O)[O-])c1

# As entered above.
# In Kir21 inh, `CCCc1cc(CNC(=O)C2CCC(=O)N(CCc3cccc(F)c3)C2)on1` (stereo not given) reads 0.69
# In Kir21 inh, `Cc1cc(C)c(C)c(S(=O)(=O)Nc2ccc(C(N)=O)cc2)c1C` reads -1

# Back to the main list, starting two compounds before the break.
CHT inh,Kir21 inh,Compound
i,-0.64,CC(C)COP(=O)(c1ccc(N(C)C)cc1)C(O)c1cccnc1 (stereo not given)
i,-1.6,CCOC(=O)c1ccc(NCCOC)c([N+](=O)[O-])c1
i,0.44,O=c1c2[nH]c3ccccc3c2ncn1CCN1CCNCC1
i,-0.97,COc1ccc(OC)c(S(=O)(=O)NCc2cn3cccc(C)c3n2)c1
i,-0.91,CC(C)CNC(=O)C1CCN(c2ccc(S(=O)(=O)N3CCOCC3)cc2)CC1
i,2.4,Cc1nn(C)cc1S(=O)(=O)NC1CCCC1
i,1.2,Cn1cccc1Cc1nnc(SCC(=O)NCC2CCCO2)n1-c1ccc(F)cc1 (stereo not given)
i,-1.3,COc1ccccc1N(CCN1C(=O)c2cccc3cccc(c23)C1=O)C(=O)c1ccncc1
i,0.43,Cc1ccc(C)c(NC(=O)c2ccc3ccccc3n2)c1
i,-0.58,Cc1nc(NC(=O)c2c(-c3ccccc3Cl)noc2C)sc1C
i,1.5,O=C(O)c1ccc(N=NNc2cccc([N+](=O)[O-])c2)cc1
i,-1.9,C=CCNC(=O)/C(=C/c1ccc(Br)cc1)NC(=O)c1ccccc1OC
i,0.87,Cc1cccc(C)c1NS(=O)(=O)c1c(C(=O)N2CCCCC2)c(C)n(C)c1C
i,-0.53,CCc1ccc(NC(=O)C2CCCN(S(=O)(=O)c3cnc[nH]3)C2)cc1 (stereo not given)
i,0.15,CCOc1cc(/C=N/NC(=O)c2cc(-c3cccc(OC)c3)nc3ccccc23)ccc1O
i,-1.3,COc1ccc(-c2csc(Nc3ccc(C)cn3)n2)cc1
i,-0.61,CC/C(=N\NC(=S)Nc1cccc(C)c1)c1ccccc1
i,-1.1,CSc1c2c(nc3ncnn13)CCC2
i,-0.07,CC(=O)N1c2c(cc(Br)cc2S(=O)(=O)N2CCCCC2)CC1C (stereo not given)
i,0.15,COc1cc(S(=O)(=O)Nc2cccc(C)c2)ccc1N=Cc1c(C)[nH]n(-c2ccccc2)c1=O
i,-0.91,CCOC(=O)c1ccccc1NC(=O)COc1cc(=O)n(CC)c2ccccc12
i,-0.76,COc1ccc(C(=O)NCC(=O)OCC(=O)NCCC2=CCCCC2)cc1
i,-1.5,CC(=O)NC(CC(=O)NCCOc1ccccc1F)c1ccccc1 (stereo not given)
i,-1.1,CCOC(=O)c1[nH]c2ccc(Cl)cc2c1NC(=O)c1nonc1C
i,0.21,COCCn1c(SCC(=O)N2CCCCCC2)nc2c([nH]c3ccccc32)c1=O
i,2.8,COc1ccc(N2CC(C(=O)Nc3c4c(nn3-c3ccccc3)CS(=O)(=O)C4)CC2=O)cc1 (stereo not given)
i,-0.37,CN(c1nc2ccccc2[nH]c1=O)C1CCCCC1
i,0.61,O=S(=O)(c1ccccc1)N1CCC2(CC1)OCCO2
i,0.81,O=c1cc(-c2ccccc2)c2ccc(O)cc2o1
i,0.47,O=C(Cc1nc2ccccc2[nH]1)c1cccc([N+](=O)[O-])c1
i,0.93,COc1ccc(OCC(=O)OC2CCCN(C)C2)cc1 (stereo not given)
i,-0.3,O=c1cc(-c2ccccc2Cl)oc2cc(O)cc(O)c12
i,-0.39,CC1=NN(C)C(=O)C1Cc1c(F)cccc1Cl (stereo not given)
i,-0.5,CCOC(=O)COn1c(=O)c(-c2ccc(OC)c(OC)c2)[n+]([O-])c2ccccc21
i,0.87,Cc1cc(C(=O)CSc2nnnn2C)c(C)n1CCc1ccc(F)cc1
i,0.03,Cc1cc(-c2nnc(SCC(=O)Nc3cccc(Cl)c3)n2N)n[nH]1
i,-0.33,CCc1nnc(NC(=O)CSc2n[nH]c(-c3ccccc3O)n2)s1
i,-0.02,O=C(Nc1oc2ccc(Cl)cc2c(=O)c1-c1ccc(F)cc1)c1ccco1
i,0.33,C=CCN1C=C/C(=C\C=C(C#N)C#N)c2ccccc21
i,-0.03,Cc1cccc(N2CCN(S(=O)(=O)c3cn(C)cn3)CC2)c1C
i,0.15,Cc1cc[n+](Cc2ccccc2)c(N)c1
i,-0.62,CCC(CO)NCc1sccc1C (stereo not given)
i,1.1,Cc1cc(OCc2ccc(C(=O)Nc3ccc(C(=O)O)cc3)o2)ccc1Cl
i,-1.5,NC(=O)Cn1nc([N+](=O)[O-])nc1Oc1ccccc1F
i,0.38,Cc1ccccc1C(=O)NC(CC(C)C)C(=O)Nc1ccc(S(N)(=O)=O)cc1 (stereo not given)
i,1.2,COC(=O)c1cc(Cl)c(NC(=O)/C=C/c2ccc(OC)cc2)cc1OC
i,0.42,O=C(c1ccccc1)N1CCN=C1SCc1ccc([N+](=O)[O-])cc1
i,0.02,COc1cc(OC)cc(C(=O)NCc2cccnc2)c1
i,0,CCCCn1c(C)nc2c(=O)n(C)c(=O)[nH]c21
i,2.5,Cc1onc(C(=O)NCc2ccccn2)c1[N+](=O)[O-]
i,-0.57,O=C(CSc1nc(-c2ccccc2)ns1)N1CCOCC1
i,-0.68,CCN(CC)S(=O)(=O)c1cc(NC(=O)Cc2n[nH]c(=O)c3ccccc23)ccc1C
i,1.4,CCNC(=O)N1CCNC(=O)C1CC(=O)Nc1ccc(C(=O)OCC)cc1 (stereo not given)
i,0.07,C=CCN1C(=NC(=O)COc2ccc(Cl)cc2)SC2CS(=O)(=O)CC21 (stereo not given)
i,0.19,COc1ccc(-c2ccc3nnc(SCC(=O)NCC4CCCO4)n3n2)cc1 (stereo not given)
i,·,N#Cc1ccccc1N1CCN(C(=O)c2ccc(NC(=O)c3ccc(Br)o3)cc2)CC1
i,2.2,Cc1ccc(S(=O)(=O)CC(N)=O)cc1
i,-1.5,COc1ccc(Cl)cc1NC(=O)C/C(C)=N/NC(=O)CCc1ccccc1
i,1.8,Cc1cc(C)cc(NC(=O)C2(c3ccccc3)CC2(Cl)Cl)c1 (stereo not given)
i,-2.6,COc1ccccc1CNc1nc(S(=O)(=O)c2ccccc2)c(Cl)s1
i,·,COc1cccc(C2C3=C(Nc4[nH]n(-c5ccccc5)c(=O)c42)c2ccccc2C3=O)c1 (stereo not given)
i,1.2,O=C(NC1CCCCC1)N1CCCC(c2nc(-c3cccs3)no2)C1 (stereo not given)

# Further records.
CHT inh,Kir21 inh,Compound
i,-0.77,COCCC1CCCCN1Cc1cn(-c2ccccc2)nc1-c1ccc2c(c1)OCO2 (stereo not given)
i,0.16&0.18,CN1C2CC(OC(=O)C(CO)c3ccccc3)CC1C1OC12 (stereo not given)
i,0.61,N/N=C1\CCCc2nonc21
i,0.05,Cc1c(/C=N/NC(=O)c2ccc(O)cc2)c2ccccn2c1C(=O)c1ccc(F)cc1
i,-1.1,COc1ccc(NC(=S)NCCCN2CCCC2)cc1Cl
i,-2.8,CCOC(=O)c1c(-c2ccccc2Cl)cn2ccccc12
i,0.04,CCOC(=O)C1CCCN(Cc2nc(Cc3cccc(F)c3)no2)C1 (stereo not given)
i,0.5,COc1ccc2c(c1)C(=O)/C(=C/C=C/c1ccccc1)CC2
i,0.87,Cc1cccc(C)c1NC(=O)CCCSc1nnc(-c2ccco2)o1
i,-0.66,Cc1ccc(NC2c3ncccc3C(=O)N2Cc2cccs2)cc1 (stereo not given)
i,0.18,Cc1ccc(N(CC(=O)NCc2ccco2)C(=O)CNS(=O)(=O)c2ccccc2)c(C)c1
i,-0.68,COc1ccc(CCNC(=O)CCCNC(=O)Cn2cnc3sc(C)c(C)c3c2=O)cc1OC
i,-5.6*,O=C1CNC(=S)N1C1CCCCCC1
i,0.06,O=C(N/N=C/c1ccoc1)c1ccccc1O
i,-0.03,COc1ccc(Oc2c(Cl)cnn(-c3ccc(C)cc3)c2=O)cc1
i,1.4,CCC(Oc1cc(Cl)ccc1Cl)C(=O)NN1C(=O)C2C3CCC(C3=C(C)C)C2C1=O (stereo not given)
i,0.73,Cc1nn2c(=S)[nH]nc2[nH]c1=O
i,0.59,CCOCCCn1c(=S)[nH]c2cc(C(=O)N3CCC(C(N)=O)(N4CCCCC4)CC3)ccc2c1=O
i,0.27,O=C(CCn1c(=S)oc2ccccc21)N1CCN(c2ccc(F)cc2)CC1
i,0.23,Cc1ccc(C(=O)Nc2cccc(C(F)(F)F)c2)cc1NC(=O)c1nccnc1N
i,0.45,Cc1cccc(C)c1NC(=O)COc1ccc2c(C)c(Cc3ccccc3)c(=O)oc2c1C
i,-1,Cc1sc2nc(CSC(C)C(=O)N3CCOCC3)[nH]c(=O)c2c1C (stereo not given)
i,-0.66,Cc1ccc(S(=O)(=O)N2CCCCC2CCNC(=O)C(=O)NCc2ccncc2)cc1 (stereo not given)
i,-0.25,Fc1ccc(CNc2ncnc3cc(Cl)ccc23)cc1
i,-0.01,COC(=O)c1cc2occc2n1Cc1cccc(C)c1
i,0.52,COc1ccccc1CNC(=O)C1CCN(C(=O)[C@@H]2Cc3ccccc3CN2)CC1
i,-0.99,Cc1noc(C)c1C(=O)Nc1ccc(S(=O)(=O)N2CCCCC2)cc1
i,-0.68,O=S(=O)(Nc1nc2ccccc2[nH]1)c1ccccc1
i,1.5,COc1ccccc1C/C(N)=N/OC(=O)COc1ccc(C)cc1
i,-0.49,Cc1cccc(CSc2ncnc3nc[nH]c23)c1
i,0.17,CCOC(=O)c1oc2cc(C)cc(O)c2c(=O)c1-c1csc(C)n1
i,-0.84,COc1cc(C2CC(=O)N(CC(=O)NCC3CCCO3)c3ccccc3S2)cc(OC)c1OC (stereo not given)
i,-0.35,Cc1cc(C(F)F)nn1CC(=O)NC1CCCC1

# Part of the list above in order of length of the SMILES, lowest first.
CHT inh,Kir21 inh,Compound
i,-0.62,CCC(CO)NCc1sccc1C (stereo not given)
i,-0.25,Fc1ccc(CNc2ncnc3cc(Cl)ccc23)cc1
i,-0.76,COc1ccc(C(=O)NCC(=O)OCC(=O)NCCC2=CCCCC2)cc1

# One compound at a time, from the list above. Order of screens: CHT inh | Kir21 inh
# COc1ccc(CCNC(=O)CCCNC(=O)Cn2cnc3sc(C)c(C)c3c2=O)cc1OC across the screens: i | -0.68
# COc1ccc(Oc2c(Cl)cnn(-c3ccc(C)cc3)c2=O)cc1 across the screens: i | -0.03
# O=C(CCn1c(=S)oc2ccccc21)N1CCN(c2ccc(F)cc2)CC1 across the screens: i | 0.27
# O=C1CNC(=S)N1C1CCCCCC1 across the screens: i | -5.6*
# CCOC(=O)c1oc2cc(C)cc(O)c2c(=O)c1-c1csc(C)n1 across the screens: i | 0.17
